Bim-Bfl-1 = human Bim-Bfl-1 interaction inhibition; Q16548; Bead-based flow cytometry, Bim-Bfl-1 binding inhibition; hit rate 0.12% among 190,000; inhibition, % at 10 µM; AID 1008;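 further: 0% = wells without compound plus tracer and 100% = blocker peptide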
Cdc42 wt = modulators (inhibitors or activators) of GTP binding to human Cdc42 wildtype; GST-Cdc42 beads, Bodipy-GTP binding, flow cytometry; actives lie on both sides; percent activity (GTP binding), % at 10 µM; hit rate 0.2% among 190,000;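 active means percent activity GTP binding at least 20 points away from the 100% baseline, either down as inhibitor or up as activator; inconclusive means compound flagged as likely green fluorescent from well-wide comparison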;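 further: median bead fluorescence of bound Bodipy-FL-GTP at 100 nM; 0% = excess unlabeled GTP control and 100% = no compound control; below 100% means less GTP binding so inhibitor and above means activator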
Target sequence (P60953 whole entry, looked up): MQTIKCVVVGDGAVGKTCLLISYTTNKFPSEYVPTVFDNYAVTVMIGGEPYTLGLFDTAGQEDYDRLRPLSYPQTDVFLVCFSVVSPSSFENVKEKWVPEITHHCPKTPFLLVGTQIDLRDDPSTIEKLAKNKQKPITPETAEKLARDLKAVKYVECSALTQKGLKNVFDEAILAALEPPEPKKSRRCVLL
Bcl-XL Bim block = disrupts Bim peptide binding to human Bcl-XL; hit rate 0.04% among 190,000; bead flow cytometry, fluorescence; inhibition, % at 10 µM; Q07817
Target sequence (Q07817 whole entry, looked up): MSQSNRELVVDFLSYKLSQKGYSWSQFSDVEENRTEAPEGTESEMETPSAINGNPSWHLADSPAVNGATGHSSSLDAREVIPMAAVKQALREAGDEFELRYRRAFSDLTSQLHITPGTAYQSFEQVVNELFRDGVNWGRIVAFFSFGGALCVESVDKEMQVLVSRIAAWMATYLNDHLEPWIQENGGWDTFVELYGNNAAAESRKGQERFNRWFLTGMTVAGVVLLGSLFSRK
HRas wt GTP bind = modulators of GTP binding to human HRas wildtype; GST-Ras wt beads, Bodipy-FL-GTP binding, flow cytometry; actives lie on both sides; hit rate 0.14% among 190,000; GTP binding activity, % at 10 µM; P01112;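 active means GTP binding activity at least 20% away from the 100% baseline, either lowered as inhibitor or raised as activator; inconclusive means flagged as likely green fluorescent, judged across all proteins in the well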;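 further: 0% = unlabeled GTP competition control and 100% = no-compound control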
Target sequence (P01112 whole entry, looked up): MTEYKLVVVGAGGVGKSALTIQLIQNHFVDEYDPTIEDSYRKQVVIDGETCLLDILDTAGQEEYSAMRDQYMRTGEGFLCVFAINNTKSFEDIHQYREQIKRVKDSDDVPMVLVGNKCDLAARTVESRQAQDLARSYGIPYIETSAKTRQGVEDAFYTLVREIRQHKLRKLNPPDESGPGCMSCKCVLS
Bim-Bcl-W = human Bim-Bcl-W interaction inhibition | hit rate 0.02% among 190,000 | inhibition, % at 10 µM | bead-based flow cytometry, Bim peptide-Bcl-W binding;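 further: 0% = bound tracer without compound and 100% = peptide blocker; higher means less fluorescent Bim peptide bound to Bcl-W beads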
Target sequence (Q92843 whole entry, looked up): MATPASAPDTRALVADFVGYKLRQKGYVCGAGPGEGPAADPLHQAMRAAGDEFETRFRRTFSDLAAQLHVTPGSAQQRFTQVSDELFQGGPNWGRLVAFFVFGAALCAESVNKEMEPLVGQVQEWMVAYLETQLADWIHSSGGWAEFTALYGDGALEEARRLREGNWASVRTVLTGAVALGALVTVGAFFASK
Bim-Bcl-B = disrupts Bim peptide binding to human Bcl-B | bead-based flow cytometry | inhibition, % at 10 µM | hit rate 0.073% among 190,000 | AID 951;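 further: 0% = tracer peptide without compound and 100% = reference inhibitor peptide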
Target sequence (Q9HD36 whole entry, looked up): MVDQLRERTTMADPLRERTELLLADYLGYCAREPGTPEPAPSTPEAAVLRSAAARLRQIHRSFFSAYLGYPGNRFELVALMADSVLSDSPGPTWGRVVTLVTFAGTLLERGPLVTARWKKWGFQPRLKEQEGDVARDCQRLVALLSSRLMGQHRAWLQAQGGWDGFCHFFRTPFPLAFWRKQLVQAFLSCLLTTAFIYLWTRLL
Rab7 wt GTP bind = dog Rab7 wildtype GTP binding, inhibitors and activators. GTP binding activity (percent of control), % at 10 µM. AID 758. hit rate 0.055% among 190,000. GST-Rab7 beads, fluorescent GTP binding, flow cytometry; actives lie on both sides; untreated = 100%, excess cold GTP = 0%;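 active means fluorescent GTP binding to Rab7 beads changed by at least 20 points from the 100% baseline, either direction, mostly lower; inconclusive means compound itself probably fluorescent, or too few beads counted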;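 further: median green fluorescence of bound Bodipy-FL-GTP per Rab7 bead population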
Rab2A wt mod = changes GTP binding to wildtype dog Rab2A, up or down. P61105. GST-Rab2 wt beads, Bodipy-GTP binding, flow cytometry. GTP binding activity, % at 10 µM. hit rate 0.19% among 190,000;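 active means GTP binding activity at least 20 points away from 100%, either lowered or raised; inconclusive means signal likely due to the compound's own green fluorescence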;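 further: 0% = beads with excess unlabeled GTP and 100% = no-compound control corrected for plate trend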
Rac1 wt modul = modulators of human Rac1 wildtype GTP binding. P63000. GST-Rac1 beads, fluorescent GTP binding, flow cytometry; actives lie on both sides; 0 = cold GTP competed, 100 = untreated. GTP binding activity (% of control), % at 10 µM. hit rate 0.27% among 190,000. AID 757;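 active means GTP binding activity at least 20 points away from the 100% control level, either lower or higher; inconclusive means compound flagged as likely green fluorescent, judged across all proteins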
Bim-Bcl-2 = inhibitors of Bim-Bcl-2 interaction, human; P10415; Bead-based flow cytometry, Bim peptide-Bcl-2 binding; inhibition, % at 10 µM; hit rate 0.06% among 190,000; AID 950; in the data active means inhibition above about 40%; inconclusive means no clear call, values can overlap the other calls;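 further: 0% = no compound wells with probe peptide and 100% = reference peptide inhibitor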
Rac1 act GTP bind = alters GTP binding to activated mutant human Rac1 | GST-Rac1 activated beads, fluorescent GTP binding, flow cytometry; actives lie on both sides; 100% means binding = to untreated wells | percent activity (GTP binding), % at 10 µM | hit rate 0.11% among 190,000;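 active means GTP binding at least 20 percentage points away from the 100% baseline, in either direction, so actives lie on both sides; inconclusive means Compound likely fluorescent itself, or too few beads counted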
Starred values were filed as active, the others as inactive; ? = inconclusive. Unless noted, no stated cut-off is given here; in the data, active means inhibition above about 40%. Hits appear at their usual frequency. About 0.62% of those tested had a hit in this group.

Below each SMILES: Bim-Bcl-W	Bim-Bcl-2	Bcl-XL Bim block	Cdc42 wt	HRas wt GTP bind	Rac1 wt modul	Rab7 wt GTP bind	Bim-Bcl-B	Bim-Bfl-1	Rac1 act GTP bind	Rab2A wt mod
> Cc1cc2c(c(SCC(=O)Nc3ccc(C)c(C)c3)n1)C(=O)OC2
→ -2	-5	0	98	93	98	98	-4	-6	96	93
> CC1(C)Cc2ccccc2C2=NNC(=O)C2=N1
→ -1	-1	-2	93	97	95	102	-4	0	92	97
> COc1ccc(NC(=O)Nc2cccc([N+](=O)[O-])c2)cc1Cl
→ -2	-5	-5	102	101	104	101	-4	-9	99	102
> O=C(CSc1nnc2c(Cl)cc(C(F)(F)F)cn12)NCc1ccc(F)cc1
→ -2	-3	-6	101	102	102	101	-6	-15	100	104
> COc1ccc(C(=O)/C=C/c2ccc(O)cc2)c(O)c1CC=C(C)C
→ -5	-1	-3	100	98	101	98	-6	2	99	101
> Cc1cccc(NS(=O)(=O)c2cc(NC(=O)CC(=O)c3ccc([N+](=O)[O-])cc3)ccc2C)c1
→ 0	-2	-5	93	94	94	97	-8	-3	92	92
> CC(C)OC(=O)CSc1nnc(-c2ccco2)n1N
→ -1	-5	-17	96	98	96	98	-9	-10	93	96
> CN(C)c1ccnc(N(Cc2ccccc2)Cc2ccccc2)c1C#N
→ 1	-5	-6	102	99	98	96	-5	-11	99	97
> Cc1cc(C)nc(Nc2n[nH]c(-c3cccc4ccccc34)n2)n1
→ 0	-6	-4	102	101	106	102	-9	-19	101	99
> Cc1cccc(-n2nc(C)cc2N)c1
→ 0	0	3	102	102	106	102	4	0	99	102
> Cc1nn(-c2ncc(C(F)(F)F)cc2Cl)c(=O)n1-c1ccccc1
→ 2	-8	-4	104	104	106	101	-7	-12	102	105
> COc1ccc(CCNC(=O)Nc2ccc([N+](=O)[O-])cc2)cc1OC
→ 0	-8	-5	97	96	100	95	-8	-9	96	95
> CCCOC(=S)NC(=O)c1sc2ccccc2c1Cl
→ -6	-3	-4	97	99	99	97	-3	-5	97	98
> Cc1cccc(C)c1N1CC(=O)N(c2c(C)cccc2C)CC1=O
→ -1	0	-4	99	101	99	101	-4	-2	97	99
> O=c1[nH]c2c(c3c1CCCC3)CCCC2
→ -1	-3	-2	?	?	?	?	-1	-2	?	?
> CC(=O)N(Cc1cccs1)Cc1cc2ccc(C)c(C)c2nc1Cl
→ -6	-5	-5	95	95	101	91	-9	-10	92	93
> Cc1ccc(S(=O)(=O)Nc2nc(C)cc(N/N=C/c3ccc(O)cc3)n2)cc1
→ 0	-5	0	97	94	92	96	-3	-13	97	94
> CCCOC(=O)c1ccc(NC(=O)c2c(Cl)ccc(Cl)c2OC)cc1
→ -2	3	-3	101	102	103	101	-2	1	99	98
> Cc1ccc(C)c(NC(=O)CSc2nnc3n2CCCCC3)c1
→ -3	-8	-5	99	98	99	103	-10	-9	98	97
> CCCNC(=O)CS(=O)(=O)Cc1nc(-c2ccccc2C)oc1C
→ 2	-3	-2	97	101	102	98	-4	-8	101	100
> COc1cc(/C=N/NC(=O)c2cccnc2)ccc1OS(=O)(=O)c1cc(C)ccc1C
→ 11	10	16	99	100	102	99	10	20	102	100
> COC(=O)CN(C#N)c1nc(OC)nc(N(C)C)n1
→ -4	1	-3	101	101	102	101	-4	1	98	100
> COc1ccc(S(=O)(=O)N2CCCCC2)cc1NC(=O)CN1CCN(C(C)=O)CC1
→ -1	-1	-4	98	95	97	95	-4	-8	97	94
> Oc1ccc(/C=N/NC(=S)Nc2cccnc2)c(O)c1
→ -6	-2	-17	99	99	101	98	-31	-8	98	98
> CC(CC(=O)Nc1nncs1)c1ccccc1 (stereo not given)
→ -3	3	-3	100	101	107	103	-7	-1	101	100
> c1ccc(-c2ccccc2-c2nc(-c3cccnc3)no2)cc1
→ 0	-1	-5	99	100	101	98	1	-1	99	99
> CCOc1ccccc1Nc1nnc(SCC(=O)NC(=O)c2cccn2C)s1
→ 0	1	-1	97	99	101	100	-2	2	99	98
> CC(CC(=O)O)Nc1ccccc1O (stereo not given)
→ 2	1	-1	94	98	94	100	2	4	95	97
> COc1ccc(NC(=O)CC2Nc3ccccc3NC2=O)c([N+](=O)[O-])c1 (stereo not given)
→ -2	3	0	92	95	94	103	7	5	94	95
> CCc1cn([C@H]2C[C@H](O)[C@@H](CO)O2)c(=O)[nH]c1=O
→ 3	5	1	100	98	100	96	1	6	96	97
> O=C(NCc1ccc2c(c1)OCO2)c1cccc(C(=O)NCc2ccc3c(c2)OCO3)c1
→ 1	-2	3	100	98	96	96	0	-1	98	97
> CCOC(=O)N1CCN(c2cc(N3CCOCC3)c(F)cc2[N+](=O)[O-])CC1
→ 0	-2	2	96	98	99	108	-1	-3	94	97
> C/C(CC(=O)NCc1ccco1)=N\NC(=O)Cc1ccc(-c2ccccc2)cc1
→ -4	-7	-5	98	103	101	102	-6	-14	100	102
> O=C1NCCN(Cc2cccc(Oc3ccccc3)c2)C1CC(=O)N1CCCCO1 (stereo not given)
→ -1	0	-2	96	96	98	97	-2	-3	97	95
> C/C(=N\NC(=O)C(NC(=O)c1ccccc1)C(C)C)c1ccccc1 (stereo not given)
→ 0	0	-2	108	105	106	100	0	0	100	102
> CC(=O)c1ccc(N=C2SCCCN2C(=O)C2CCCCC2)cc1
→ -2	-1	-2	99	97	104	101	-6	-5	96	98
> CC1CC(C)(C)NC(=S)N1CCC(=O)N1c2ccccc2CC1C (stereo not given)
→ -1	-3	0	97	99	101	106	-1	-3	96	100
> CCOc1ccccc1C(=O)OCC(=O)Nc1cc(Cl)ccc1Oc1ccccc1
→ -1	-2	-3	97	95	98	95	-3	-1	97	96
> CSc1nnc(Nc2ccccc2C)s1
→ 0	0	-1	104	102	100	97	-4	-4	101	103
> Cc1cc(C)n(-c2nc3ccccc3s2)n1
→ -1	-2	-1	93	98	96	102	-6	-4	93	97
> Cc1cccc(NC(=S)NNC(=S)NCc2ccccc2)c1
→ -4	-3	-8	100	102	99	104	-10	0	100	105
> Cc1cc(O)c(C=O)c2c1C(=O)Oc1c(CO)c(O)c3c(c1O2)C(O)OC3=O (stereo not given)
→ 9	4	4	86	88	86	90	0	2	84	86
> Clc1ccccc1-c1ncnc2ccc(Br)cc12
→ 0	-3	-1	95	94	99	97	-5	-5	93	95
> COc1ccc(NC(=S)N(CCCN2CCCC2)Cc2cccs2)cc1
→ -3	0	-4	102	103	104	103	-6	-5	99	99
> COc1ccc(C(=O)C(C)N(C(=O)c2ccc(Cl)cc2Cl)N2C(=O)C3C4C=CC(C4)C3C2=O)cc1 (stereo not given)
→ 0	-13	7	94	93	91	93	-9	-12	92	90
> Oc1ccccc1/C=N/n1c(-c2cccs2)n[nH]c1=S
→ 3	0	0	89	91	88	95	-39	11	89	89
> O=C(Nc1ccccc1)c1ccccc1N=Cc1ccccc1O
→ -4	0	-4	99	96	102	96	-8	-2	98	99
> O=[N+]([O-])c1ccccc1/C=C\C=N\N1CCN(c2ccccc2)CC1
→ 0	0	-2	101	96	100	98	-6	1	99	99
> O=C(CN(Cc1ccccc1)S(=O)(=O)c1ccccc1)N/N=C/c1ccc2c(c1)OCO2
→ 7	-4	0	91	94	96	93	0	-6	93	92
> O=C(NC1CCCCC1)Oc1cccc2ccccc12
→ -1	-2	0	100	100	101	98	-1	-5	95	98
> CCc1ncc(C(O)c2cccc(OC)c2OC)n1C (stereo not given)
→ -1	-1	0	102	101	102	100	-2	-2	102	101
> CC(C)C(NC(=O)OC(C)(C)C)C(=O)NC(CCC(=O)OCc1ccccc1)C(N)=O (stereo not given)
→ 4	-5	3	96	92	96	96	5	-1	98	96
> Cc1ccc(-c2nn(C)c(=O)c3ccccc23)cc1CNC(=O)CSc1nc2ccccc2o1
→ -5	-11	-13	101	100	104	105	-9	-15	97	101
> O=C(OC(C(=O)NCC1CCCO1)c1ccccc1F)c1ccco1 (stereo not given)
→ 0	-9	-6	102	103	111	101	-8	-11	103	100
> O=C(O)CCN(CCC(=O)O)S(=O)(=O)c1ccccc1
→ -3	0	-2	97	99	96	98	-3	0	95	97
> O=C(C1CCN(C2CCN(Cc3ccc4c(c3)CCO4)CC2)CC1)N1CCOCC1
→ -2	-2	-5	91	95	93	102	-3	0	94	99
> Cc1ccccc1C(=O)NNC(=O)c1cccc([N+](=O)[O-])c1
→ -2	-2	0	?	?	?	?	-2	-2	?	?
> COC(=O)COc1nc(C)c(Br)c(OC)n1
→ 3	-6	-4	101	100	103	102	-10	-12	98	99
> COc1ccc(CNC(=O)c2csc(Cc3ccccc3)n2)cc1
→ 0	-11	-3	99	99	95	94	-9	-18	93	98
> COCc1cc(Sc2c(Cl)cccc2Cl)nc(-c2ccccc2)n1
→ -3	-4	-3	94	95	94	96	-2	-4	94	94

Further results follow.
Below each SMILES: Bim-Bcl-W	Bim-Bcl-2	Bcl-XL Bim block	Cdc42 wt	HRas wt GTP bind	Rac1 wt modul	Rab7 wt GTP bind	Bim-Bcl-B	Bim-Bfl-1	Rac1 act GTP bind	Rab2A wt mod
> COc1ccc2[nH]cc(CCCN3C(=O)c4ccccc4C3=O)c2c1
→ -1	-3	-7	101	101	107	98	-9	-4	99	100
> Cn1c(=O)[nH]c(=O)c2c1nc(OC(=O)c1ccccc1)n2CC(O)COc1ccc(F)cc1 (stereo not given)
→ 1	-6	0	98	98	101	100	-5	-7	97	98
> O=C(c1ccco1)N(CCO)Cc1cc2cc3c(cc2[nH]c1=O)OCO3
→ 0	3	1	91	92	88	96	1	7	91	95
> COc1cc(/C=C2/C(=O)ON=C2C)ccc1OCc1ccccc1F
→ -1	-2	0	92	93	96	94	-2	-6	92	93
> O=C(NCC(=O)N(CC1CCCO1)C(C(=O)NC1CCCCC1)c1cccnc1)c1cccs1 (stereo not given)
→ -10	-6	-13	97	102	101	108	-3	-2	98	100
> Cc1cc(OC(=O)c2c(Cl)cccc2Cl)nc(C)n1
→ 0	-1	-2	102	102	103	99	1	-1	98	102
> Cc1cc(NS(=O)(=O)c2ccc(NC(=O)c3cc(-c4cccnc4)nc4ccc(Cl)cc34)cc2)no1
→ -2	1	-1	103	103	101	104	0	2	101	100
> CC(Oc1ccc(F)cc1)c1ccnc2nc(/N=C/N(C)C)nn12 (stereo not given)
→ -1	-4	-1	105	103	103	102	-4	-4	100	106
> CNC(=S)N(CCc1ccccc1)Cc1cc2cc(OC)c(OC)cc2[nH]c1=O
→ 0	2	-1	100	100	103	103	-13	2	97	101
> COc1ccc(OC)c(-c2csc(N3CCC(c4ccccc4)CC3)n2)c1
→ -5	-5	-4	98	99	98	99	-8	-7	96	98
> COc1cccc(-c2csc(N3CCN(Cc4ccccc4)CC3)n2)c1
→ 5	-7	-13	103	103	110	101	-9	-9	99	100
> NC(=O)C(CC(=O)O)NC(=O)[C@@H]1CCCNc2c(I)cc([N+](=O)[O-])cc2C(=O)N[C@@H](CO)C(=O)N[C@@H](Cc2ccc(O)cc2)C(=O)N1 (stereo not given in full)
→ 0	1	1	99	99	101	101	-1	2	93	101
